M. tuberculosis: growth inhibition of non-replicating M. tuberculosis (AID 488890); 320,000 tested, 0.39% active; Mycobacterium tuberculosis non-replicating, growth inhibition; higher % means a stronger effect; inhibition, % at 25 µM; hits with a dose series show IC50 in µM; in the data active means a potency from the dose series; inconclusive means inhibition mostly from about 82% at the one dose, without a potency; inactive means the rest, 99 in 100 with inhibition below about 76%;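 further: plate controls were DMSO cells for no effect and high antibiotic wells for full effect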
PhoP GFP inhibition: PhoP regulon inhibitors, Salmonella typhi PhoP promoter GFP reporter, confirmatory (AID 1850); Salmonella Typhi PhoP-promoter GFP reporter, fluorescence, 4 h; higher % means a stronger effect; one-dose inhibition, % at 50 µM; IC50 in µM for titrated hits; 310,000 tested, 0.33% active; in the data active means a potency from the dose series; inconclusive means inhibition mostly from about 25% at the one dose, without a potency; inactive means the rest, 99 in 100 with inhibition below about 19%;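 further: 0% = induced wells with vehicle and 100% = uninduced wells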
influenza NS1A: NS1A inhibition, H1N1 influenza, cell based functional assay (AID 504329); NS1A functional cell-based assay, percent inhibition; higher % means a stronger effect; one-dose inhibition, % at 12.5 µM; IC50 in µM for titrated hits; 340,000 tested, 0.3% active; in the data active means a potency from the dose series; inconclusive means inhibition above about 27% without an active follow-up result; further: strong numbers were not always called active
H37Rv inhibition: M. tuberculosis growth inhibition, HTS (AID 449762); M. tuberculosis H37Rv growth inhibition, 7H9 media; higher % means a stronger effect; one-dose inhibition, % at 25 µM; IC50 in µM for titrated hits; 330,000 tested, 0.59% active; in the data active means a potency from the dose series; inconclusive means inhibition above about 70% without an active follow-up result;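 further: bacterial growth assessed after seven days of incubation; strong numbers were not always called active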
inhibitors of VEEV: inhibitors of VEEV TC-83 cytopathic effect, confirmation, Vero cells (AID 588727); Vero cells, VEEV TC-83 cytopathic effect inhibition; higher % means a stronger effect; one-dose inhibition, % at 20 µM; IC50 in µM for titrated hits; 350,000 tested, 0.13% active; in the data active means a potency from the dose series; inconclusive means inhibition mostly from about 14% at the one dose, without a potency; inactive means the rest, 99 in 100 with inhibition below about 12%; further: strong numbers were not always called active
inhibitors of VEEV 10K pilot screen: recorded beside inhibitors of VEEV, whose call it bears; inhibition, %; measured here: 10K pilot screen inhibition
* hit, by the source's call; i = inactive; ? = inconclusive; · = not tested or not shown. An unsorted share of the library. About 1.5% of those tested had a hit in this group.

SMILES	M. tuberculosis	PhoP GFP inhibition	influenza NS1A	H37Rv inhibition	inhibitors of VEEV	others
COC(=O)C1=C(C)N(Cc2ccco2)C(=O)N[C@H]1c1ccc(Br)cc1	18%	27%	·	-4%	·
O=C(CC1Nc2ccccc2NC1=O)NCCCN1CCCCCC1 (centres undefined)	36%	5%	-9%	3%	i
O=C(O)c1ccccc1NCc1ccco1	-9%	-2%	-1%	-3%	2.1%
Cc1cccc(NC(=S)N2CCC(C(=O)c3ccc(F)cc3)CC2)c1	·	·	-2%	·	1.5%
Clc1ccc(Nc2ccc(-n3ccnc3)nn2)cc1Cl	38%	-9%	-20%	19µM*	2.8%
Cc1cccn2c(=O)nc(SCC(=O)N3CCCC3)nc12	-4%	3%	-9%	3%	0.5%
CCOP(=S)(OCC)Oc1cc(C)oc(=O)c1Cl	26%	-1%	2%	-1%	0.3%
Cc1cccc(C)c1Nc1nnc(SCc2cn3cccc(C)c3n2)s1	-6%	6%	1%	5%	0.4%
CN1c2ccccc2N(C)C1c1c(O)ccc2ccccc12	15%	5%	-3%	0%	1.0%
COCCNC(=O)c1onc(CSc2ccc(Cl)cc2)c1C(=O)O	-8%	0%	-14%	-3%	0.4%	inhibitors of VEEV 10K pilot screen=1.1
COCCn1c(SCC(=O)Nc2ccc(NC(=O)c3ccco3)c(OC)c2)nc2ccccc2c1=O	-4%	-12%	-21%	14%	0.1%
CCOc1cc(C)nc(NCc2ccccc2)n1	10%	19%	16%	-11%	0.2%

An excerpt from above in order of length of the SMILES, smallest number first.
SMILES	M. tuberculosis	PhoP GFP inhibition	influenza NS1A	H37Rv inhibition	inhibitors of VEEV	others
CCOc1cc(C)nc(NCc2ccccc2)n1	10%	19%	16%	-11%	0.2%
CCOP(=S)(OCC)Oc1cc(C)oc(=O)c1Cl	26%	-1%	2%	-1%	0.3%
CN1c2ccccc2N(C)C1c1c(O)ccc2ccccc12	15%	5%	-3%	0%	1.0%
COCCNC(=O)c1onc(CSc2ccc(Cl)cc2)c1C(=O)O	-8%	0%	-14%	-3%	0.4%	inhibitors of VEEV 10K pilot screen=1.1
COC(=O)C1=C(C)N(Cc2ccco2)C(=O)N[C@H]1c1ccc(Br)cc1	18%	27%	·	-4%	·
COCCn1c(SCC(=O)Nc2ccc(NC(=O)c3ccco3)c(OC)c2)nc2ccccc2c1=O	-4%	-12%	-21%	14%	0.1%

The main list resumes with the 3 entries that preceded the break.
SMILES	M. tuberculosis	PhoP GFP inhibition	influenza NS1A	H37Rv inhibition	inhibitors of VEEV	others
COCCNC(=O)c1onc(CSc2ccc(Cl)cc2)c1C(=O)O	-8%	0%	-14%	-3%	0.4%	inhibitors of VEEV 10K pilot screen=1.1
COCCn1c(SCC(=O)Nc2ccc(NC(=O)c3ccco3)c(OC)c2)nc2ccccc2c1=O	-4%	-12%	-21%	14%	0.1%
CCOc1cc(C)nc(NCc2ccccc2)n1	10%	19%	16%	-11%	0.2%
CCCCN(C)CCCNC(=O)c1ccc2c(c1)N(CC)C(=O)c1ccccc1S2=O (centres undefined)	-14%	8%	-6%	0%	i
CCN(CC)CC(O)CN1c2ccccc2Sc2ccccc21 (centres undefined)	26%	3%	5%	5%	i
Cc1c(C(=O)c2ccc3c(c2)OCO3)ccc2c1OCO2	·	·	-23%	·	1.2%
CCCCn1c(O)c(C(CC)=NCc2cc(OC)cc(OC)c2)c(=O)[nH]c1=O	4%	-7%	2%	-5%	i
CCN1C(C)=C(C)S/C1=C1\SC(=S)N(N)C1=O	-11%	-10%	-8%	-6%	2.1%
CC1=C(C)CS(=O)N(c2ccc(S(N)(=O)=O)cc2)C1 (centres undefined)	-3%	4%	-2%	-2%	i
Cc1c(Cl)cccc1NC(=O)CSCc1cc(=O)[nH][nH]1	12%	2%	-1%	0%	i
COC(=O)c1ccc(OCC2c3cc(OC)c(OC)cc3CCN2C(C)=O)cc1 (centres undefined)	8%	8%	7%	-3%	1.5%
COC(=O)CSc1nnc(-c2cccnc2)n1-c1cccc(OC)c1	18%	2%	-5%	4%	2.1%
Cc1ccc2nc(SCC(=O)Nc3ccc4[nH]c(=O)[nH]c4c3)[nH]c2c1	·	·	-12%	·	2.7%
CCCCCCCCNCCS(=O)(=O)NCCCCCCCC	·	·	-19%	·	i
C[C@]12c3[nH]c4ccc(Cl)cc4c3CCN1C(=O)[C@@H](CC(=O)NCCN1CCOCC1)C[C@@H]2C(=O)N1CCOCC1	·	·	-22%	·	i
Cc1ccc(-n2[nH]c(=O)c(-c3ccccn3)c2C)cc1	?	-2%	-9%	?	1.2%
O=c1c2c3nc4ccccc4nc3n(CCN3CCOCC3)c2ncn1CCN1CCOCC1	·	·	5%	·	i
O=C1CCN(C(=S)NCCc2ccccc2)CC1	-1%	15%	-4%	1%	0.7%
COC(=O)CCCC1=CC2=CC(=O)C(C)(OC(=O)c3cnc4ccccc4n3)C(=O)C2=CO1 (centres undefined)	-11%	-12%	·	0%	·
COc1nccnc1NS(=O)(=O)c1ccc(NC(=S)NC(=O)c2ccccc2F)cc1	56%	15%	1%	0%	i
O=C1CNC(=O)c2c(nc3n2CCC3)N1	12%	1%	-9%	0%	0.1%
Cc1cc(C(=O)NNC(=O)Nc2cccc(C(F)(F)F)c2)no1	-3%	-1%	·	5%	2.0%
COC(=O)c1cc2sccc2n1CC(=O)N1CCCc2ccccc21	22%	-9%	2%	-6%	i
C=C1C(=O)O[C@H]2C[C@@H](C)[C@@H]3C=CC(=O)[C@@]3(C)C[C@H]12	76%	-7%	·	?	·
Cc1csc(N(C(=O)CCNC(=O)c2ccc([N+](=O)[O-])cc2)c2ccccc2)n1	19%	-1%	7%	8%	i
O=C1CC2(CCN1)CCN(Cc1ccccc1)CC2	·	·	-5%	·	3.7%
COc1cc(NC(=S)Nc2ccc(N(C)C(C)=O)cc2)cc(OC)c1	14%	4%	9%	-3%	1.7%
O=C(O)c1ccc2c(c1)ncn2C1CCCCCC1	4%	-10%	14%	1%	1.1%
Cc1c(/C=C2\SC(=O)N(CC(=O)Nc3ccc4c(c3)OCO4)C2=O)c2ccccc2n1C	-4%	-6%	-4%	-6%	0.1%
Cc1ccc(NC(=S)Nc2ccc3cn[nH]c3c2)c(C)c1	58%	7%	-2%	-4%	1.8%
CCC(CC)C(=O)NC12CC3CC(CC(C3)C1)C2	9%	7%	-10%	4%	i
COc1cccc(CNS(=O)(=O)c2cc3c(cc2C)n(C)c(=O)c(=O)n3C)c1	-6%	0%	1%	1%	i
CC(c1ccccc1)C(CC(=O)O)C(=O)NC1CCCCC1 (centres undefined)	-7%	-6%	4%	-5%	0.6%
Cn1c(CSc2nc3ccccc3s2)nnc1SCC(=O)NCCN1CCOCC1	-29%	-10%	7%	1%	1.4%
CCNC(=S)N(CCc1c(C)[nH]c2ccc(OC)cc12)Cc1cccnc1	-15%	-10%	0%	3%	1.5%
Cc1ccc2c(c1)CC1(CN2C)C(=O)OC2(CCCCC2)OC1=O	-14%	-6%	1%	-2%	1.3%
C=CCNC(=O)Nc1ccc(F)c(Cl)c1	8%	-7%	-7%	8%	0.3%
COc1cc(CCC(=O)OCC(N)=O)cc(OC)c1OC	-6%	-5%	6%	3%	0.2%
O=C(CN1CCN(c2ccccc2)CC1)Nc1cccc(C(F)(F)F)c1	-15%	1%	-4%	-10%	0.8%
Oc1csc(Cc2nc(-c3ccc(Br)cc3)cs2)n1	1%	-9%	13%	4%	3.6%
CN(C)C(CNC(=O)c1ccc([N+](=O)[O-])cc1Cl)c1ccco1 (centres undefined)	-1%	12%	-3%	-2%	2.4%
Cc1nc(NC(=O)CSc2ccc(-c3nc4ccccc4[nH]3)cn2)sc1C	-6%	-1%	-7%	8%	2.8%
COC(=O)C1C(=O)c2c([nH]c(C(=O)OCCOC(C)C)c2C)CC1C (centres undefined)	14%	1%	·	-2%	·
CS(=O)(=O)c1ccc2nc(NC(=O)Nc3cccc(Cl)c3)sc2c1	-3%	-4%	-3%	0%	3.1%
CC1CCC(NC(=O)COC(=O)c2ccc3ncsc3c2)CC1 (centres undefined)	23%	·	-13%	51%	1.1%
CCn1c(SCC(=O)c2cc(C)n(CC3CCCO3)c2C)nc2ccccc21 (centres undefined)	20%	-13%	13%	-2%	9.5%
NC(=O)CSc1nnc(COc2ccc3ccccc3c2)o1	?	-4%	-2%	1.8µM*	1.6%
OC(CCNCCc1c[nH]c2ccccc12)C(F)(F)Cl (centres undefined)	-8%	4%	-3%	-5%	0.1%
Cc1ccc(-n2[nH]c(C)c(C=Nc3ccc(C)cn3)c2=O)cc1	7%	21%	7%	0%	i
Cn1cnnc1SCC(=O)n1c2ccccc2c2ccccc21	4%	-9%	1%	-2%	i
CC1(CCc2ccccc2)NC(=O)N(CC(=O)N2CC(=O)Nc3ccccc32)C1=O (centres undefined)	10%	1%	12%	-6%	1.2%
COCn1c(C(O)c2ccccc2)cc2ccccc21 (centres undefined)	14%	-2%	-8%	6%	i
O=C(COC(=O)CNC(=O)c1ccc(Cl)c([N+](=O)[O-])c1)NCC1CCCO1 (centres undefined)	-13%	·	-18%	-16%	2.0%
CCN1CCN(c2ccc(NC(=O)c3ccc(Br)o3)cc2)CC1	·	·	-2%	·	0.9%
O=C(NCCOc1ccccc1)c1cccc(S(=O)(=O)NCc2ccccc2)c1	5%	6%	-2%	-1%	0.9%
CC(C)(C)NC(=O)COC(=O)c1ccc(S(=O)(=O)N2CCCCCC2)cc1	20%	-1%	8%	1%	i
CN(C)C(=S)NC(=O)C(c1ccccc1)c1ccccc1	15%	3%	-3%	-3%	0.5%
CCc1nn(CCCC(=O)N2CCC(C)CC2)c(=O)c2cc3occc3n12	·	5%	6%	-5%	0.6%
COc1ccc([N+](=O)[O-])cc1NC(=O)c1cccnc1	-1%	7%	-3%	-3%	1.4%
CCOc1ccc(NC(=O)CC(NCc2ccccn2)C(=O)O)cc1 (centres undefined)	-1%	6%	1.3µM*	-4%	1.2%
Cc1ccccc1NS(=O)(=O)c1ccc(N2CCCC2=O)cc1	0%	-10%	-5%	-3%	2.0%
O=C(NC1CC1)C1=C[C@H](c2c[nH]c3ccccc23)C[C@H](OCCCCO)O1	-8%	-1%	1%	0%	i
